Screening data deposited in PubChem BioAssay by Broad Institute.
Mtb BioA inh: blocks M. tuberculosis BioA enzyme activity | inhibition, % at 9.99 µM | purified M. tuberculosis BioA enzyme, plate reader | actives 0.096% (n = 360,000); in the data active = inhibition above about 40%
TcdB inh: TcdB glycohydrolase inhibition. TcdB glycohydrolase enzymatic assay, plate reader. inhibition, % at 9.99 µM. actives 0.24% (n = 350,000); in the data active = inhibition above about 10%
Active calls of the source: *. The list is partial; count on the stated rates, not on these rows.

Start of the data: the first four records, to show the layout:
SMILES | Mtb BioA inh | TcdB inh
CN1C(=O)c2cc(NC(=O)Nc3cccc(Cl)c3)ccc2OC[C@H]2O[C@@H](CC(=O)O)CC[C@H]21 | 4.4 | -2.0
COc1ccc(-c2ccc([C@H]3[C@H](C#N)N[C@H]3CO)cc2)cc1 | -0.7 | -0.2
C[C@@H]1CN([C@@H](C)CO)C(=O)c2cc(NC(=O)Nc3ccc4c(c3)OCO4)ccc2O[C@@H]1CN(C)Cc1ccc2c(c1)OCO2 | -2.8 | 0.6
C[C@H](CO)N1C[C@H](C)[C@@H](CN(C)C(=O)c2cccnc2)Oc2ncc(/C=C/c3ccccc3)cc2C1=O | -1.1 | 0.8

The list itself, repeating the preview:
SMILES | Mtb BioA inh | TcdB inh
CN1C(=O)c2cc(NC(=O)Nc3cccc(Cl)c3)ccc2OC[C@H]2O[C@@H](CC(=O)O)CC[C@H]21 | 4.4 | -2.0
COc1ccc(-c2ccc([C@H]3[C@H](C#N)N[C@H]3CO)cc2)cc1 | -0.7 | -0.2
C[C@@H]1CN([C@@H](C)CO)C(=O)c2cc(NC(=O)Nc3ccc4c(c3)OCO4)ccc2O[C@@H]1CN(C)Cc1ccc2c(c1)OCO2 | -2.8 | 0.6
C[C@H](CO)N1C[C@H](C)[C@@H](CN(C)C(=O)c2cccnc2)Oc2ncc(/C=C/c3ccccc3)cc2C1=O | -1.1 | 0.8
CC(=O)N1C[C@H]2[C@@H](c3ccccc31)[C@H](CO)N2C(=O)c1ccc(F)cc1 | -2.3 | -0.2
C[C@@H](NC(=O)C[C@H]1CC[C@H](NC(=O)CN2CCOCC2)[C@@H](CO)O1)c1ccccc1 | -3.3 | 0.4
O=C(NC[C@@H]1[C@H](c2ccccc2)[C@H](CO)N1C(=O)C1CC1)NC1CCCC1 | -7.5 | -0.8
COc1ccc(NC(=O)N[C@H]2CC[C@@H](CCn3cc(-c4ccc(F)cc4)nn3)O[C@H]2CO)cc1 | -2.1 | -2.8
COCC#Cc1ccc2c(c1)O[C@H](CN(C)Cc1ccc3c(c1)OCO3)[C@H](C)CN([C@H](C)CO)S2(=O)=O | 4.8 | 0.4
CS(=O)(=O)N1[C@H](C#N)[C@@H](c2ccc(-c3ccccc3F)cc2)[C@H]1CO | 1.1 | 0.2
C[C@@H]1CN([C@H](C)CO)S(=O)(=O)c2ccc(C#C[C@@H](C)O)cc2O[C@@H]1CN(C)Cc1ccccn1 | -0.3 | -1.6
CC(C)NC(=O)N(C)C[C@H]1Oc2c(NC(=O)Nc3ccc(C(F)(F)F)cc3)cccc2C(=O)N([C@@H](C)CO)C[C@H]1C | 1.4 | -0.4
Cc1ccc(S(=O)(=O)Nc2ccc3c(c2)C(=O)N([C@H](C)CO)C[C@H](C)[C@@H](CN(C)S(=O)(=O)c2ccc(C)cc2)OCCCC[C@H](C)O3)cc1 | -4.6 | -5.8
CO[C@H]1CN(C)C(=O)c2ccc(NC(=O)C3CC3)cc2OC[C@H](C)N(C)C[C@H]1C | -3.7 | -1.0
Cc1ccc(S(=O)(=O)Nc2ccc3c(c2)C(=O)N([C@@H](C)CO)C[C@@H](C)[C@@H](CN(C)S(=O)(=O)c2cn(C)cn2)OCCCC[C@@H](C)O3)cc1 | -0.9 | -5.8
O=C(Cc1ccccc1)N1C[C@@H]2[C@H](c3ccccc31)[C@@H](CO)N2C(=O)C1CCCCC1 | 2.3 | 1.9
C[C@H]1CN([C@@H](C)CO)C(=O)c2cc(-c3ccc(F)cc3)cnc2O[C@H]1CN(C)C(=O)c1ccccn1 | -0.7 | 1.4
C[C@@H]1CN([C@@H](C)CO)C(=O)c2cccc(NC(=O)c3ccc(-c4nccs4)cc3)c2O[C@@H]1CN(C)C(=O)Nc1ccccc1 | -0.4 | 2.8
CCN1[C@H](C(=O)N2CCc3ccccc3C2)[C@@H](CO)[C@@H]2Cn3c(cccc3=O)[C@@H]21 | 0.1 | 0.0
CNC[C@@H]1Oc2c(NC(=O)Nc3ccc(OC)cc3)cccc2C(=O)N([C@@H](C)CO)C[C@@H]1C | 0.9 | 1.6
O=C(NC1CCCCC1)N[C@@H]1CC[C@H](CCNS(=O)(=O)c2ccccc2)O[C@@H]1CO | 1.9 | -0.9
CO[C@@H]1CN(C)C(=O)c2ccc(NS(=O)(=O)c3cccc(F)c3)cc2OC[C@@H](C)N(Cc2cc(F)ccc2F)C[C@@H]1C | 0.3 | 0.5
O=C(C[C@H]1CC[C@H](NC(=O)C2CC2)[C@H](CO)O1)NCc1ccncc1 | -2.5 | 0.0
C[C@H]1CN([C@@H](C)CO)C(=O)c2cc(NS(=O)(=O)c3ccc(Cl)cc3)ccc2O[C@@H]1CN(C)Cc1ccc(Oc2ccccc2)cc1 | -2.7 | 0.2
C/C=C/c1cnc2c(c1)C(=O)N([C@@H](C)CO)C[C@@H](C)[C@H](CN(C)C(=O)C1CCCCC1)O2 | 8.7 | -1.6
(cont.)
SMILES | Mtb BioA inh | TcdB inh
C[C@@H]1CN([C@H](C)CO)S(=O)(=O)c2ccc(-c3ccc(C(=O)N(C)C)cc3)cc2O[C@H]1CN(C)C(=O)C1CCOCC1 | -2.8 | 1.4
O=C(CN1CCOCC1)NCC[C@@H]1CC[C@@H](NC(=O)Nc2ccc(C(F)(F)F)cc2)[C@H](CO)O1 | -4.1 | 1.2
CCS(=O)(=O)Nc1ccc2c(c1)C(=O)N(C)C[C@H](OC)[C@@H](C)CN(C(=O)NC(C)C)[C@H](C)CO2 | -1.1 | -2.3
C[C@@H]1CN([C@H](C)CO)C(=O)c2cc(NC(=O)Nc3ccc4c(c3)OCO4)ccc2O[C@@H]1CN(C)S(=O)(=O)c1ccc(Cl)cc1 | -0.3 | 1.4
CC(C)C#Cc1cnc2c(c1)C(=O)N([C@@H](C)CO)C[C@@H](C)[C@H](CN(C)C(=O)c1cnccn1)O2 | -0.2 | -7.9
CO[C@@H]1CN(C)C(=O)c2cc(NC(C)=O)ccc2OC[C@@H](C)N(C(=O)c2cccnc2)C[C@H]1C | -0.1 | 0.9
CC(C)NC(=O)N(C)C[C@H]1Oc2ccc(NC(=O)CCN3CCOCC3)cc2CC(=O)N([C@H](C)CO)C[C@H]1C | 2.4 | -2.5
CO[C@H](CN(C)S(=O)(=O)c1ccc(Cl)cc1)[C@@H](C)CN([C@@H](C)CO)S(=O)(=O)c1cccc(Cl)c1 | -0.7 | 0.9
CCCC(=O)Nc1ccc2c(c1)C(=O)N(C)[C@H]1CC[C@H](CC(=O)N3CCCCC3)O[C@H]1CO2 | -0.2 | 0.1
CN(C)C(=O)C[C@H]1C[C@H]2c3cc(NC(=O)C4CCC4)ccc3O[C@H]2[C@@H](CO)O1 | -0.8 | 0.7
Cc1ccc(S(=O)(=O)N(C)C[C@@H]2OCCCC[C@@H](C)Oc3ccc(NC(=O)Nc4cccc5ccccc45)cc3C(=O)N([C@H](C)CO)C[C@@H]2C)cc1 | -1.3 | -0.6
C[C@@H]1CN([C@@H](C)CO)C(=O)Cc2cc(NC(=O)C3CC3)ccc2O[C@@H]1CN(C)Cc1ccc(C(F)(F)F)cc1 | 2.2 | -1.2
COc1ccccc1S(=O)(=O)N[C@@H]1CC[C@H](CCNC(=O)C2CCC2)O[C@@H]1CO | -6.5 | -3.4
O=C(C1=C[C@H](c2ccc(Br)cc2)C[C@H](OCc2ccc(CO)cc2)O1)N1CCCC1 | 0.7 | -1.5
Cc1cc(C(=O)Nc2cccc3c2O[C@H](CN(C)Cc2ccc(C(=O)Nc4ccccc4N)cc2)[C@@H](C)CN([C@H](C)CO)C3=O)n(C)n1 | 0.1 | -0.2
CCCNC(=O)[C@@H]1[C@@H](CO)[C@@H]2Cn3c(ccc(-c4cncnc4)c3=O)[C@@H]2N1C(=O)c1ccccc1F | -1.2 | 0.0
C[C@@H]1CN([C@@H](C)CO)C(=O)c2cccc(NC(=O)c3ccc(-c4nccs4)cc3)c2O[C@@H]1CN(C)Cc1ccccc1 | -1.5 | -2.1
CC(C)NC(=O)N(C)C[C@H]1Oc2cc(C#C[C@@H](C)O)ccc2S(=O)(=O)N([C@H](C)CO)C[C@H]1C | -1.1 | 1.8
O=C(C[C@@H]1CC[C@@H]2[C@H](COC[C@H](O)CN2Cc2cc(F)cc(F)c2)O1)NC1CCCC1 | 0.4 | -0.9
C[C@H]1CN([C@@H](C)CO)C(=O)c2cc(NC(=O)Nc3cccc4ccccc34)ccc2O[C@@H]1CN(C)CC1CCCCC1 | -0.4 | -1.5
CCCC#Cc1cnc2c(c1)C(=O)N([C@H](C)CO)C[C@@H](C)[C@H](CN(C)C(=O)Cc1ccncc1)O2 | -1.1 | -0.1
COC(=O)[C@H]1[C@H](CO)[C@H]2Cn3c(ccc(-c4ccccc4F)c3=O)[C@@H]1N2C(C)=O | -0.6 | -0.5
COc1ccccc1S(=O)(=O)Nc1ccc2c(c1)OC[C@@H](C)NC[C@@H](C)[C@@H](OC)CN(C)C2=O | -0.7 | -0.6
C[C@@H]1CN([C@@H](C)CO)C(=O)c2cc(NC(=O)c3ccncc3)ccc2O[C@@H]1CN(C)C(=O)Nc1ccc(C(F)(F)F)cc1 | 0.7 | 0.6
CCC(=O)N1C[C@@H](C)[C@@H](OC)CN(C)C(=O)c2ccc(NC(=O)c3ccno3)cc2OC[C@@H]1C | 0.2 | 0.0

Exported with two lines to a compound: entries from further up
Values in the order – Mtb BioA inh	TcdB inh
Cc1ccc(S(=O)(=O)Nc2ccc3c(c2)C(=O)N([C@@H](C)CO)C[C@@H](C)[C@@H](CN(C)S(=O)(=O)c2cn(C)cn2)OCCCC[C@@H](C)O3)cc1
 : -0.9	-5.8
Cc1ccc(S(=O)(=O)Nc2ccc3c(c2)C(=O)N([C@H](C)CO)C[C@H](C)[C@@H](CN(C)S(=O)(=O)c2ccc(C)cc2)OCCCC[C@H](C)O3)cc1
 : -4.6	-5.8

The list continues:
SMILES | Mtb BioA inh | TcdB inh
Cc1ccc(-c2ccc3c(c2)O[C@H](CN(C)Cc2cccnc2)[C@@H](C)CN([C@@H](C)CO)S3(=O)=O)cc1 | -0.4 | 0.2
COc1ccc(NC(=O)Nc2ccc3c(c2)C(=O)N([C@@H](C)CO)C[C@H](C)[C@@H](CN(C)C)OCCCC[C@H](C)O3)cc1 | 1.8 | 0.0
CCC(=O)Nc1ccc2c(c1)C(=O)N(C)[C@H]1CC[C@H](CC(=O)NCc3ccccc3Cl)O[C@@H]1CO2 | 1.2 | -1.1
CNC(=O)C[C@@H]1CC[C@@H]2[C@H](COc3ccc(NC(=O)c4ccccc4OC)cc3C(=O)N2C)O1 | -0.5 | 0.5
CCC(=O)N1[C@H](CNC(C)=O)[C@H](c2ccc(-c3cccc(F)c3)cc2)[C@@H]1CO | 13 | 0.6
CO[C@@H]1CN(C)C(=O)c2cc(NS(=O)(=O)c3c(C)noc3C)ccc2OC[C@H](C)NC[C@H]1C | 0.7 | -0.5
COc1ccc(NC(=O)N(C)C[C@@H]2OCCCC[C@@H](C)Oc3ccc(NC(=O)Nc4c(C)noc4C)cc3C(=O)N([C@H](C)CO)C[C@H]2C)cc1 | -0.3 | -0.7
O=C(N[C@H]1CC[C@@H](CCNC(=O)c2cnccn2)O[C@@H]1CO)c1ccc2c(c1)OCO2 | -0.4 | 0.1
CCNC(=O)C[C@@H]1CC[C@H]2[C@@H](COC[C@H](O)CN2Cc2ccc(Cl)c(Cl)c2)O1 | 0.7 | -1.3
CC(C)NC(=O)N(C)C[C@@H]1Oc2ncc(C#CCc3ccccc3)cc2C(=O)N([C@H](C)CO)C[C@H]1C | -2.4 | -0.7
C[C@H]1CN([C@@H](C)CO)C(=O)c2cc(-c3cccnc3)cnc2O[C@H]1CN(C)C(=O)Nc1ccc(C(F)(F)F)cc1 | 3.9 | 5.5
C[C@@H]1CN([C@@H](C)CO)S(=O)(=O)c2ccc(C3=CCCC3)cc2O[C@H]1CN(C)S(=O)(=O)c1ccc(F)cc1 | 1.2 | -0.5
C[C@H](CO)N1C[C@H](C)[C@H](CN(C)Cc2ccccc2)Oc2ccc(NS(=O)(=O)c3cn(C)cn3)cc2CC1=O | -2.0 | -0.1
CCc1csc(N2[C@@H](C#N)[C@@H](c3ccc(-c4cccc(F)c4)cc3)[C@@H]2CO)n1 | -2.6 | 1.8
C[C@H]1CN([C@@H](C)CO)C(=O)c2cccc(NS(=O)(=O)c3ccc(Cl)cc3)c2O[C@@H]1CN(C)Cc1ccncc1 | -0.3 | 0.8
Cc1ccc(S(=O)(=O)Nc2ccc3c(c2)C(=O)N(C)[C@@H]2CC[C@@H](CC(=O)NCCc4ccncc4)O[C@H]2CO3)cc1 | 1.3 | 1.2
C[C@H]1CN([C@@H](C)CO)C(=O)c2cccc(NC(=O)C3CCCCC3)c2O[C@@H]1CN(C)Cc1ccc(Cl)c(Cl)c1 | 2.7 | 0.3
O=C(C[C@H]1CC[C@@H](NC(=O)Nc2cc(F)ccc2F)[C@H](CO)O1)NCc1ccccn1 | 0.3 | -1.0
CN(C)C(=O)C[C@H]1CC[C@@H](NC(=O)NC2CCCC2)[C@@H](CO)O1 | -3.9 | -1.0
COCC#Cc1cnc2c(c1)C(=O)N([C@H](C)CO)C[C@H](C)[C@@H](CN(C)C(=O)C1CCOCC1)O2 | -1.1 | -0.6
C[C@@H]1CCCCO[C@@H](CN(C)S(=O)(=O)c2ccc(Cl)cc2)[C@@H](C)CN([C@@H](C)CO)C(=O)c2cc(NC(=O)c3ccccc3)ccc2O1 | -2.3 | -2.0
CCN(C[C@@H]1N[C@@H](CO)[C@H]1c1ccc(-c2ccccc2)cc1)C(=O)COC | 5.2 | -1.4
O=C(C[C@H]1C[C@@H]2c3cc(NC(=O)C4CCOCC4)ccc3O[C@@H]2[C@@H](CO)O1)NCc1ccc(Oc2ccccc2)cc1 | -1.0 | -1.8
C[C@@H]1CN([C@@H](C)CO)C(=O)c2cc(-c3ccccc3)cnc2O[C@H]1CN(C)C(=O)Cc1cccnc1 | 3.2 | -1.5

Exported as labelled records: entries from further up.
SMILES: CCN(C[C@@H]1N[C@@H](CO)[C@H]1c1ccc(-c2ccccc2)cc1)C(=O)COC
  Mtb BioA inh: 5.2; TcdB inh: -1.4
SMILES: C[C@@H]1CN([C@@H](C)CO)C(=O)c2cc(-c3ccccc3)cnc2O[C@H]1CN(C)C(=O)Cc1cccnc1
  Mtb BioA inh: 3.2; TcdB inh: -1.5
